High-throughput results: PubChem, Broad Institute
Mtb BioA inh – M. tuberculosis BioA enzyme inhibitors, primary screen, biochemical, plate reader, single point, HTS | AID 602481, 2012 | 7,8-diaminopelargonic acid synthase BioA (Mycobacterium tuberculosis) | purified M. tuberculosis BioA enzyme | inhibition, % at 9.99 µM | 360,000 tested, 0.096% active; in the data active = inhibition above about 40%
* hit, by the source's call.

SMILES | Mtb BioA inh
C[C@H]1CN([C@@H](C)CO)C(=O)c2cc(NS(=O)(=O)c3cccs3)ccc2O[C@@H]1CN(C)Cc1ccc(Cl)c(Cl)c1 | -0.2
COC(=O)C[C@H]1CC[C@@H]2[C@@H](COc3ccc(NC(=O)c4cccs4)cc3C(=O)N2C)O1 | 3.8
O=C(O)[C@H]1[C@H](CO)[C@H]2Cn3c(ccc(-c4ccccc4F)c3=O)[C@@H]1N2C(=O)c1cccnc1 | -0.3
C[C@@H]1CN([C@@H](C)CO)C(=O)Cc2cc(NC(=O)c3ccncc3)ccc2O[C@@H]1CN(C)Cc1ccncc1 | 0.2
C[C@@H]1CN([C@@H](C)CO)S(=O)(=O)c2ccc(Br)cc2O[C@H]1CN(C)Cc1cncnc1 | 0.1
C[C@@H]1CN([C@@H](C)CO)S(=O)(=O)c2ccc(C#C[C@@H](C)O)cc2O[C@@H]1CN(C)Cc1ccccn1 | 1.8
O=C(Nc1ccc(C(F)(F)F)cc1)N[C@H]1CC[C@H](CC(=O)N2CCCCC2)O[C@@H]1CO | -3.5
CN1CCN(C(=O)C[C@H]2C[C@H]3c4cc(NC(=O)c5cccnc5)ccc4O[C@H]3[C@@H](CO)O2)CC1 | 12.2
C[C@H](CO)N1C[C@H](C)[C@@H](CN(C)C)Oc2cc(-c3cccc(C(=O)N(C)C)c3)ccc2S1(=O)=O | -0.6
CO[C@H]1CN(C)C(=O)c2ccc(NC(=O)C3CCC3)cc2OC[C@H](C)N(Cc2cccnc2)C[C@@H]1C | -0.2
O=C(C[C@H]1CC[C@@H](NC(=O)c2ccncc2)[C@H](CO)O1)NCCc1ccncc1 | -2.9
COc1ccc(S(=O)(=O)N(C)C[C@H]2OCCCC[C@@H](C)Oc3ccc(NC(=O)c4ccccc4)cc3C(=O)N([C@@H](C)CO)C[C@@H]2C)cc1 | -1.3
C[C@H](CO)N1C[C@H](C)[C@H](CN(C)C(=O)C2CCCCC2)Oc2cc(-c3ccncc3)ccc2S1(=O)=O | -1.1
CCC(=O)Nc1ccc2c(c1)C(=O)N(C)C[C@@H](OC)[C@@H](C)CN(Cc1ccccc1OC)[C@@H](C)CO2 | -2.6
COc1ccc(S(=O)(=O)N[C@@H]2CC[C@@H](CC(=O)NCc3ccccc3F)O[C@H]2CO)cc1 | -1.5

An excerpt of these results, as a markdown table:
| compound | Mtb BioA inh |
| --- | --- |
| C[C@H](CO)N1C[C@H](C)[C@@H](CN(C)C)Oc2cc(-c3cccc(C(=O)N(C)C)c3)ccc2S1(=O)=O | -0.6 |
| O=C(C[C@H]1CC[C@@H](NC(=O)c2ccncc2)[C@H](CO)O1)NCCc1ccncc1 | -2.9 |

Additional structures follow.
SMILES | Mtb BioA inh
Cc1ccccc1S(=O)(=O)N1CCCCN2[C@@H](CO)[C@H](c3ccc(-c4cccc(F)c4)cc3)[C@@H]2C1 | -1.7
CN(C)C(=O)c1ccc(-c2ccc3c(c2)[C@H]2[C@H](CCN2C(=O)C2CCC2)[C@H](CO)N3C)cc1 | 0.6
O=C(C[C@H]1CC[C@H]2[C@@H](COC[C@@H](O)CN2C(=O)c2ccccc2)O1)NCc1ccc(-c2ccccc2)cc1 | 1.7
Cc1ccc(S(=O)(=O)NCC[C@@H]2CC[C@@H](NC(=O)CC3CC3)[C@@H](CO)O2)cc1 | -1.0
COCC(=O)N1[C@H](C#N)[C@@H](c2ccc(-c3cccc(F)c3)cc2)[C@@H]1CO | 0.6
Cc1noc(C)c1NC(=O)Nc1ccc2c(c1)C(=O)N([C@H](C)CO)C[C@H](C)[C@@H](CN(C)Cc1ccncc1)OCCCC[C@H](C)O2 | -0.5
C[C@H](CO)N1C[C@H](C)[C@H](CN(C)S(=O)(=O)c2cccc(F)c2)Oc2ncccc2C1=O | -5.0
O=C(N[C@@H]1C=C[C@H](CC(=O)N2CCCCC2)O[C@@H]1CO)c1ccc2c(c1)OCO2 | -0.7
Cc1ccccc1-c1ccc2c(c1)O[C@@H](CN(C)C(=O)Nc1ccccc1)[C@H](C)CN([C@@H](C)CO)S2(=O)=O | -0.5
CO[C@@H]1CN(C)C(=O)c2ccc(NC(=O)Nc3cc(F)ccc3F)cc2OC[C@H](C)N(C(=O)c2cnccn2)C[C@H]1C | 0.8
O=C(Nc1ccc2c(c1)[C@@H]1C[C@H](CC(=O)N3CCOCC3)O[C@H](CO)[C@@H]1O2)NC1CCCC1 | -1.6
Cc1noc(C)c1S(=O)(=O)Nc1ccc2c(c1)C(=O)N([C@@H](C)CO)C[C@H](C)[C@@H](CN(C)Cc1ccc3c(c1)OCO3)OCCCC[C@@H](C)O2 | 2.9
C[C@@H]1CN([C@H](C)CO)C(=O)c2cc(NC(=O)Nc3ccccc3)ccc2O[C@H]1CN(C)S(=O)(=O)c1cccs1 | 0.9
C[C@@H]1CN([C@@H](C)CO)C(=O)c2cc(NC(=O)c3ccccc3)ccc2O[C@@H](C)CCCCO[C@@H]1CN(C)S(=O)(=O)c1cccs1 | -4.8
C[C@@H]1CN([C@H](C)CO)C(=O)c2cccc(NC(=O)Nc3ccccc3)c2O[C@H]1CN(C)C(=O)NC1CCCCC1 | -1.1
COc1ccc(S(=O)(=O)Nc2ccc3c(c2)C(=O)N([C@@H](C)CO)C[C@@H](C)[C@@H](CN(C)S(C)(=O)=O)O3)cc1 | -6.9
CN1CCN(C(=O)C[C@@H]2CC[C@H]3[C@@H](COC[C@H](O)CN3CC3CCOCC3)O2)CC1 | -1.2
CC(C)NC(=O)Nc1ccc2c(c1)C(=O)N([C@H](C)CO)C[C@@H](C)[C@H](CN(C)Cc1ccc(C(F)(F)F)cc1)OCCCC[C@H](C)O2 | 0.4
O=C(Nc1cc(F)ccc1F)N[C@H]1CC[C@H](CCn2cc(C3CC3)nn2)O[C@H]1CO | 0.8
C[C@H]1CN([C@@H](C)CO)C(=O)Cc2cc(NC(=O)CCN3CCOCC3)ccc2O[C@H]1CN(C)S(=O)(=O)c1ccc(Cl)cc1 | -3.8
COc1ccccc1CNC(=O)C[C@@H]1C=C[C@@H](NC(=O)CC2CC2)[C@@H](CO)O1 | -3.0
C[C@H]1CCCCO[C@H](CN(C)C(=O)NC2CCCCC2)[C@@H](C)CN([C@@H](C)CO)C(=O)c2cc(NS(=O)(=O)c3cn(C)cn3)ccc2O1 | 0.7
CCC(=O)Nc1ccc2c(c1)C(=O)N(C)[C@@H]1CC[C@@H](CC(=O)NCCOC)O[C@@H]1CO2 | -2.2
C[C@@H]1CCCCO[C@H](CN(C)Cc2ccc(C(F)(F)F)cc2)[C@H](C)CN([C@@H](C)CO)C(=O)c2cc(NS(=O)(=O)c3ccccc3)ccc2O1 | 4.4
COc1ccc(S(=O)(=O)N(C)C[C@H]2Oc3ccc(NC(=O)Nc4cccc5ccccc45)cc3C(=O)N([C@@H](C)CO)C[C@H]2C)cc1 | -1.0
C[C@H](CO)N1C[C@H](C)[C@@H](CN(C)Cc2ccc(Oc3ccccc3)cc2)Oc2ccc(NS(=O)(=O)c3ccc(F)cc3)cc2CC1=O | -1.1
CCCNC(=O)C[C@@H]1CC[C@@H]2[C@H](COC[C@@H](O)CN2Cc2ccccc2F)O1 | 0.3
C[C@@H]1CN([C@H](C)CO)S(=O)(=O)c2ccc(/C=C/c3ccccc3)cc2O[C@H]1CN(C)C(=O)c1cccnc1 | 3.1
CC=Cc1ccc2n(c1=O)C[C@H]1[C@H](CO)[C@@H](C(=O)NC3CCCC3)N(Cc3ccccc3)[C@@H]21 (mixture of isomers) | -2.1
C[C@]12CCC3C4(C=CC5(C=C4C(=O)c4ccc(F)c(F)c4)C[C@@H](O)CC[C@]35C)C1CC[C@@]2(O)CN1CCC(C(N)=O)CC1 (stereo not given in full) | 0.5

Some of the entries above in a different format.
> COC(=O)C[C@H]1CC[C@@H]2[C@@H](COc3ccc(NC(=O)c4cccs4)cc3C(=O)N2C)O1
  Mtb BioA inh = 3.8
> O=C(O)[C@H]1[C@H](CO)[C@H]2Cn3c(ccc(-c4ccccc4F)c3=O)[C@@H]1N2C(=O)c1cccnc1
  Mtb BioA inh = -0.3
> C[C@@H]1CN([C@@H](C)CO)C(=O)Cc2cc(NC(=O)c3ccncc3)ccc2O[C@@H]1CN(C)Cc1ccncc1
  Mtb BioA inh = 0.2
> C[C@@H]1CN([C@@H](C)CO)S(=O)(=O)c2ccc(Br)cc2O[C@H]1CN(C)Cc1cncnc1
  Mtb BioA inh = 0.1

(cont.)
SMILES | Mtb BioA inh
C[C@@H]1CN([C@H](C)CO)C(=O)c2cc(NC(=O)c3ccccc3)ccc2O[C@@H](C)CCCCO[C@@H]1CN(C)S(=O)(=O)c1cccs1 | -7.4
O=C(C[C@@H]1C[C@@H]2c3cc(NC(=O)CC4CC4)ccc3O[C@@H]2[C@H](CO)O1)NCc1cccc(F)c1 | 1.1
C[C@H](CO)N1C[C@H](C)[C@H](CN(C)C)Oc2cc(-c3ccncc3)ccc2S1(=O)=O | -0.2
COc1ccc(NC(=O)Nc2ccc3c(c2)C(=O)N([C@H](C)CO)C[C@H](C)[C@@H](CN(C)Cc2ccncc2)O3)cc1 | 0.6
Cc1ccc(S(=O)(=O)N(C)C[C@H]2Oc3ccc(NC(=O)Cc4ccccc4)cc3C(=O)N([C@H](C)CO)C[C@@H]2C)cc1 | -5.4
Cc1cccc(-c2ccc([C@@H]3[C@H](CO)N4CCCCN(C(=O)NC(C)C)C[C@@H]34)cc2)c1 | -1.9
O=C(NC[C@@H]1N[C@@H](CO)[C@@H]1c1ccc(C2=CCCC2)cc1)c1ccccc1 | -1.6
C[C@H](CO)N1C[C@H](C)[C@H](CN(C)S(C)(=O)=O)Oc2ccc(NC(=O)c3ccncc3)cc2C1=O | -0.6
CC(C)NC(=O)N(C)C[C@H]1Oc2c(NC(=O)Nc3ccc(F)cc3)cccc2C(=O)N([C@H](C)CO)C[C@@H]1C | -2.0
O=C(Nc1cc(F)ccc1F)N1CCCCN2[C@@H](CO)[C@@H](c3ccc(-c4ccccc4)cc3)[C@@H]2C1 | 0.6
O=C(Nc1ccccc1F)N[C@H]1CC[C@@H](CCNC(=O)C2CCCCC2)O[C@@H]1CO | -1.2
C[C@@H]1CCCCO[C@@H](CN(C)C)[C@H](C)CN([C@H](C)CO)C(=O)c2cc(NC(=O)NC3CCCCC3)ccc2O1 | -1.2
CN(C)CC(=O)Nc1ccc2c(c1)[C@@H]1C[C@@H](CC(=O)N(C)C)O[C@H](CO)[C@@H]1O2 | 12.1
C[C@H](CO)N1C[C@H](C)[C@H](CN(C)Cc2ccc(Oc3ccccc3)cc2)Oc2ccc(NC(=O)Nc3ccc4c(c3)OCO4)cc2C1=O | -1.6
C[C@@H]1CCCCO[C@@H](CN(C)CC2CC2)[C@@H](C)CN([C@H](C)CO)C(=O)c2cc(NS(C)(=O)=O)ccc2O1 | -3.4
O=C(Nc1ccccc1)N[C@@H]1CC[C@H](CCn2cc(C3(O)CCCC3)nn2)O[C@H]1CO | 6.0
Cc1noc(C)c1S(=O)(=O)Nc1ccc2c(c1)C(=O)N([C@H](C)CO)C[C@@H](C)[C@@H](CN(C)S(=O)(=O)c1ccccc1)OCCCC[C@H](C)O2 | 0.7
C[C@@H]1CN([C@@H](C)CO)C(=O)Cc2cc(NC(=O)Nc3ccc4c(c3)OCO4)ccc2O[C@@H]1CN(C)Cc1ccc(C(=O)O)cc1 | 0.2
CNC[C@H]1OCCCC[C@H](C)Oc2ccc(NS(=O)(=O)c3ccc(F)cc3)cc2C(=O)N([C@H](C)CO)C[C@@H]1C | -4.1
CCN1[C@H](C(=O)NC2Cc3ccccc3C2)[C@@H](CO)[C@@H]2Cn3c(ccc(C4=CCCCC4)c3=O)[C@@H]21 | 0.3
CCCNC(=O)C[C@H]1CC[C@@H]2[C@@H](COc3ccc(NC(=O)CC)cc3C(=O)N2C)O1 | 0.4
O=C(C[C@H]1C=C[C@H](NS(=O)(=O)c2ccccc2)[C@@H](CO)O1)NCc1ccccc1F | 3.7
CC(C)NC(=O)N(C)C[C@@H]1Oc2ccc(NC(=O)CCCCCC(=O)Nc3ccccc3N)cc2C(=O)N([C@@H](C)CO)C[C@@H]1C | -2.7
COc1ccc(NC(=O)Nc2ccc3c(c2)CC(=O)N([C@@H](C)CO)C[C@H](C)[C@@H](CN(C)C(=O)Nc2c(C)noc2C)O3)cc1 | 1.2
O=C(C[C@H]1C=C[C@@H](NC(=O)Nc2ccc3c(c2)OCO3)[C@H](CO)O1)NCc1ccc(F)cc1 | 1.4
C[C@@H]1CCCCO[C@H](CN(C)S(C)(=O)=O)[C@H](C)CN([C@@H](C)CO)C(=O)c2cc(NS(=O)(=O)c3ccc(F)cc3)ccc2O1 | 0.8
CNC(=O)C[C@@H]1CC[C@@H]2[C@@H](COc3ccc(NS(=O)(=O)c4ccccc4C)cc3C(=O)N2C)O1 | 0.4
CC(=O)N1[C@H](CO)[C@H](c2ccccc2)[C@@H]1CN(C(=O)c1cccc(F)c1)C(C)C | -0.2
C[C@@H]1CCCCO[C@@H](CN(C)Cc2ccncc2)[C@H](C)CN([C@@H](C)CO)C(=O)c2cc(NC(=O)NC3CCCCC3)ccc2O1 | -0.1
O=C(N[C@H]1CC[C@@H](CCNS(=O)(=O)c2ccccc2)O[C@@H]1CO)c1cnccn1 | -0.6
C[C@H]1CN([C@@H](C)CO)C(=O)Cc2cc(NC(=O)C3CC3)ccc2O[C@@H]1CN(C)S(=O)(=O)c1ccc(Cl)cc1 | -1.1
CN(C)CC(=O)N[C@H]1C=C[C@@H](CC(=O)NCc2ccccc2F)O[C@@H]1CO | -0.1
O=C(C[C@H]1C=C[C@H](NC(=O)c2cccc(F)c2)[C@H](CO)O1)Nc1nccs1 | 0.2
C[C@@H]1CN([C@@H](C)CO)C(=O)c2ccccc2-c2ccccc2CO[C@H]1CN(C)C(=O)CCC(F)(F)F | 0.5

An excerpt; count on the stated rates, not on these rows.
